aSyn yeast rescue: rescues yeast growth from alpha-synuclein toxicity | Potency, µM (series often up to 46.1 µM), inactives show at the top dose growth rescue (activation), most hits filed as activators | AID 1347070 | 94,000 tested, 0.02% active | S. cerevisiae alpha-synuclein toxicity rescue, BacTiter-Glo growth, 24 h; active = well fitted activation curve with a large enough effect; also: 0% is about no effect
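Growth restoration measured by BacTiter-Glo luminescence after 24 hr at 30 deg C; alpha-synuclein yeast, raffinose-pregrown to mid-log, were added at OD600=0.02 in galactose medium onto pinned compounds.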
An asterisk follows results filed as active; [ ] = remark or other dose. Potency is read from the fitted curve at half-maximal effect.

For CCC(=O)Nc1ccccc1-c1nc2ccccc2n(CC(=O)Nc2ccccc2OC)c1=O the results were aSyn yeast rescue 6.6%.
Cc1ccc(-n2nc3c(N4CCC(C(=O)NC5CCCCC5)CC4)nnc(C)c3c2C)cc1 was read as aSyn yeast rescue 8.0%.
`Cc1ccc(NS(=O)(=O)c2ccc3c(c2)C(C(C)C)C(=O)N3)cc1C` (configuration not stated) gave aSyn yeast rescue 6.4%.
For CCOC(=O)CN1CC23C=CC(O2)C(C(=O)Nc2ccc(OC)cc2OC)C3C1=O (configuration not stated) the results were aSyn yeast rescue 5.5%.
For COc1cccc(C2c3c(-c4ccccc4O)n[nH]c3C(=O)N2Cc2cccnc2)c1 (configuration not stated) the results were aSyn yeast rescue -3.2%.
`COCCN(C(=O)CSc1nnc(-c2ccccc2F)o1)c1c(N)n(Cc2ccccc2)c(=O)[nH]c1=O` gave aSyn yeast rescue 8.3%.
`Cc1ccc(C)n1-c1nnc(N2CCC(C(=O)NCc3ccc(F)cc3)CC2)s1` gave aSyn yeast rescue 2.2%.
O=C(COCc1cc(-c2ccco2)on1)Nc1cccc(O)c1 was read as aSyn yeast rescue -5.3%.
For CCN1CCN(c2cc(C)c3cc(NC(=O)c4cc(OC)cc(OC)c4)ccc3n2)CC1 the results were aSyn yeast rescue -1.8%.
For CCN(CC(=O)Nc1c(F)cccc1F)C(=O)C1CC(=O)N(CCc2ccccc2)C1 (configuration not stated) the results were aSyn yeast rescue -2.8%.
`Cc1nc(C(C)N(C)Cc2nc(Cc3ccccc3F)no2)c(C)s1` (configuration not stated) gave aSyn yeast rescue 2.5%.
Cc1ccc(N2CC(C(=O)O)CC2=O)cc1 (configuration not stated) was read as aSyn yeast rescue 4.1%.
Screening O=P(OC1CCCCC1)(OC1CCCCC1)C(Nc1ccccc1)c1cccnc1 (configuration not stated) returned aSyn yeast rescue -5.8%.
`O=C(O)/C=C/c1cn(-c2ccccc2)nc1-c1ccc2c(c1)OCCO2` gave aSyn yeast rescue 1.0%.
CC(C)Cc1ccc(S(=O)(=O)N2CCC(c3ccncc3)CC2)cc1 was read as aSyn yeast rescue -13.4%.
Screening CCOC(=O)C(=CNc1cscc1S(=O)(=O)C(C)C)C(=O)OCC returned aSyn yeast rescue -9.4%.
Clc1ccc(CCNC(c2ccc(Cl)cc2)c2nnc(-c3ccccc3)o2)cc1 (configuration not stated) was read as aSyn yeast rescue 11.7%.
For CCn1c2ccccc2c2nnc(N3CCN(c4cccc(Cl)c4)CC3)nc21 the results were aSyn yeast rescue -9.7%.
Screening CC1(C)CC(NC(=O)Nc2ccc([N+](=O)[O-])cc2)CC(C)(C)N1 returned aSyn yeast rescue 1.4%.
`CC(C)CNC(=O)C1CCN(S(=O)(=O)c2ccc(-n3cnnn3)cc2)CC1` gave aSyn yeast rescue 3.4%.
COc1ccccc1-n1ncc2c(=O)[nH]c(SCC(=O)Nc3cccc(F)c3)nc21 was read as aSyn yeast rescue 0.7%.
Nc1ccccc1-n1cccc1 was read as aSyn yeast rescue 2.1%.
O=C(C1CCN(S(=O)(=O)c2cccs2)CC1)N1CCN(c2ccccc2F)CC1 was read as aSyn yeast rescue -3.9%.
Screening COc1ccc(NC(=O)C[C@H]2C(=O)N(Cc3ccccc3)C[C@@H]2C)cc1 returned aSyn yeast rescue -4.2%.
`Cc1ccc(S(=O)(=O)N2CCCNCC2)cc1` gave aSyn yeast rescue 8.1%.
Screening O=C(CSc1nc(=O)n(CCN2CCOCC2)c2c1CCCC2)Nc1ccc([N+](=O)[O-])cc1 returned aSyn yeast rescue -7.2%.
For COc1cc(OC)cc(C(=O)Nc2ccc3nc(N4CCCCC4)cc(C)c3c2)c1 the results were aSyn yeast rescue -6.5%.
For Cc1c2cnn(CC(=O)NCc3ccc(F)cc3)c(=O)c2c(C)n1Cc1ccccc1F the results were aSyn yeast rescue 5.9%.
`Cc1c(Nc2nc3ccccc3n3c(C)nnc23)cccc1C(=O)O` gave aSyn yeast rescue -2.3%.
Screening Cc1ccc(NC(=O)CN2C(=O)C(c3ccccc3)=NC23CCCCC3)cc1C returned aSyn yeast rescue 20.7%.
`Cc1cccc(N(C)C(=O)C2CCC(CNS(=O)(=O)c3cccc4nsnc34)CC2)c1` (configuration not stated) gave aSyn yeast rescue 16.3%.
`CC(C)CCn1c(=O)c2cccnc2n(CC(=O)Nc2ccccc2F)c1=O` gave aSyn yeast rescue -11.0%.
Screening Cc1cc(C)cc(-n2c(SCC(=O)N3CCC(C)CC3)nc3c([nH]c4ccccc43)c2=O)c1 returned aSyn yeast rescue -6.2%.
`Cn1c(=O)n(-c2cccc(Cl)c2)c(=O)c2sc3ccccc3c21` gave aSyn yeast rescue 1.9%.
CC(=O)c1ccc(N2CCN(c3ncccn3)CC2)cc1 was read as aSyn yeast rescue 9.5%.
Screening O=C(NCc1ccccn1)c1cccc(NS(=O)(=O)c2ccccc2)c1 returned aSyn yeast rescue -9.1%.
Cc1cc(OCC(=O)N(C)c2c(N)n(Cc3ccccc3)c(=O)[nH]c2=O)c(C(C)C)cc1Cl was read as aSyn yeast rescue 9.9%.
CN[C@H]1C[C@H]2c3cc(N4CCN(C)CC4)ccc3CCN2C(=O)[C@H]1[C@H](C)O was read as aSyn yeast rescue -6.9%.
For CC(=O)NCCC(=O)Nc1cc(S(=O)(=O)N2CCOCC2)ccc1N1CCOCC1 the results were aSyn yeast rescue -1.9%.
CCOc1ccc(NC(=O)CN2C(=O)/C(=C3\SC(=S)N(C4CCS(=O)(=O)C4)C3=O)c3ccccc32)cc1 (configuration not stated) was read as aSyn yeast rescue -8.7%.
For Cc1ccc(SCC(=O)Nc2ccc3oc(-c4ccccc4F)nc3c2)cc1 the results were aSyn yeast rescue 1.8%.
CC(C)c1ccc(Cc2cnc(NC(=O)c3ccc4c(c3)CC(c3ccccc3)OC4=O)s2)cc1 (configuration not stated) was read as aSyn yeast rescue -4.2%.
`CC(NC(=O)Nc1ccc([N+](=O)[O-])cc1)C(c1ccccc1)N1CCOCC1` (configuration not stated) gave aSyn yeast rescue -12.5%.
`Cc1cccc(-c2n[nH]c(=S)n2/N=C/c2ccc(C)s2)c1` gave aSyn yeast rescue -1.3%.
For O=C(NCc1cccc(Cl)c1)c1cc2c(s1)-c1ccccc1SC2 the results were aSyn yeast rescue 4.1%.
`Cc1cccc(OC(=O)CSc2nnc(-c3cccs3)o2)c1C` gave aSyn yeast rescue -23.6%.
`CCc1nn(CC(=O)Nc2c(C)cc(C)cc2C)c(=O)c2cc3sccc3n12` gave aSyn yeast rescue -9.1%.
Screening Cc1cccc2c1N(C)C(=O)C2=O returned aSyn yeast rescue 1.5%.

Gathered by group, those above with two or more sulfur atoms (seven)
Screening CCOC(=O)C(=CNc1cscc1S(=O)(=O)C(C)C)C(=O)OCC returned aSyn yeast rescue -9.4%.
O=C(C1CCN(S(=O)(=O)c2cccs2)CC1)N1CCN(c2ccccc2F)CC1 was read as aSyn yeast rescue -3.9%.
`Cc1cccc(N(C)C(=O)C2CCC(CNS(=O)(=O)c3cccc4nsnc34)CC2)c1` (configuration not stated) gave aSyn yeast rescue 16.3%.
CCOc1ccc(NC(=O)CN2C(=O)/C(=C3\SC(=S)N(C4CCS(=O)(=O)C4)C3=O)c3ccccc32)cc1 (configuration not stated) was read as aSyn yeast rescue -8.7%.
`Cc1cccc(-c2n[nH]c(=S)n2/N=C/c2ccc(C)s2)c1` gave aSyn yeast rescue -1.3%.
For O=C(NCc1cccc(Cl)c1)c1cc2c(s1)-c1ccccc1SC2 the results were aSyn yeast rescue 4.1%.
`Cc1cccc(OC(=O)CSc2nnc(-c3cccs3)o2)c1C` gave aSyn yeast rescue -23.6%.

Following part.
Screening CCOc1ccccc1N1CCN(CC(O)COC2CCCc3ccccc32)CC1 (configuration not stated) returned aSyn yeast rescue -48.6%[inhibitor].
O=C(OCC(=O)N1CCOCC1)c1ccc(Br)cc1 was read as aSyn yeast rescue -1.6%.
`COc1cc(CN2CCc3nc(N4CCN(c5ncccn5)CC4)ncc3C2)cc(OC)c1OC` gave aSyn yeast rescue -2.6%.
Screening Cc1ccc(CCNC(=O)CS(=O)Cc2nc(-c3ccccc3C)oc2C)cc1 (configuration not stated) returned aSyn yeast rescue 2.8%.
`CC(=O)Nc1ccc(S(=O)(=O)N2CCN(S(=O)(=O)c3cccs3)CC2)cc1` gave aSyn yeast rescue 2.4%.
Screening COc1ccc(NC(=O)CCCOc2cc(=O)n(C)c3ccccc23)c(OC)c1 returned aSyn yeast rescue -9.9%.
CCc1ccc2nc(N3CCN(C(=O)c4ccco4)CC3)sc2c1 was read as aSyn yeast rescue 8.3%.
`Cc1ccc(N2C(=O)[C@@H]3CSC(c4ccc(Cl)cc4)N3C2=O)cc1` (some centres not stated) gave aSyn yeast rescue -12.3%.
Screening O=S(=O)(c1ccccc1)N(Cc1ccc(Cl)cc1)c1ccncc1 returned aSyn yeast rescue -1.7%.
Screening Fc1ccc(Nc2c(-c3c[nH]c4ccccc34)nc3ccccn23)cc1 returned aSyn yeast rescue 4.1%.
`O=C(CCc1nc2ccccc2c(=O)[nH]1)N1CCCc2ccccc21` gave aSyn yeast rescue 8.8%.
Screening COc1ccc(C(=O)N2CCC(C(=O)Nc3ccc(Cl)cc3)CC2)cc1 returned aSyn yeast rescue 10.4%.
Screening COc1ccc(S(=O)(=O)N2Cc3ccccc3CC2C(=O)Nc2cc(Cl)ccc2Cl)cc1 (configuration not stated) returned aSyn yeast rescue -3.9%.
For COc1ccccc1CCNC(=O)C(=O)NCC1OCCN1S(=O)(=O)c1ccc(C)cc1 (configuration not stated) the results were aSyn yeast rescue 6.4%.
For O=C(c1ccccc1)N1CCN(C(=O)c2nn3c(C(F)(F)F)cc(-c4ccccc4)nc3c2Br)CC1 the results were aSyn yeast rescue -1.8%.
For CN1CCN(c2ncnc3scc(-c4ccccc4Cl)c23)CC1 the results were aSyn yeast rescue -3.5%.
CCC1CN(C(=O)N2CCC(C(=O)NCCC3=CCCCC3)CC2)c2ccccc2O1 (configuration not stated) was read as aSyn yeast rescue 2.2%.
`CCOc1ccc(NC(=O)c2cc(S(=O)(=O)N3CCN(c4ccccc4F)CC3)ccc2F)cc1` gave aSyn yeast rescue 0.0%.
Screening COc1ccc(S(=O)(=O)N(C)C[C@@H]2OCc3cnnn3CCCC(=O)N([C@@H](C)CO)C[C@H]2C)cc1 returned aSyn yeast rescue 9.1%.
`Cc1c(Cl)cccc1-c1ccc(C(=O)Nc2ccc3oc(-c4cccnc4)nc3c2)o1` gave aSyn yeast rescue 10.0%.
Screening O=C(CN1C(=O)COc2ccccc21)NCCN1CCOCC1 returned aSyn yeast rescue -2.7%.
For O=C1Nc2ccccc2Nc2ccc([N+](=O)[O-])cc21 the results were aSyn yeast rescue 3.2%.
For O=C(CC12CC3CC(CC(C3)C1)C2)N1CCN(S(=O)(=O)c2cccs2)CC1 the results were aSyn yeast rescue 7.2%.
`O=S(=O)(Nc1cccc(-n2cnnn2)c1)c1ccc(F)cc1` gave aSyn yeast rescue 3.0%.

Among those listed so far, 4 have a nitro group on carbon:
Screening CC1(C)CC(NC(=O)Nc2ccc([N+](=O)[O-])cc2)CC(C)(C)N1 returned aSyn yeast rescue 1.4%.
Screening O=C(CSc1nc(=O)n(CCN2CCOCC2)c2c1CCCC2)Nc1ccc([N+](=O)[O-])cc1 returned aSyn yeast rescue -7.2%.
`CC(NC(=O)Nc1ccc([N+](=O)[O-])cc1)C(c1ccccc1)N1CCOCC1` (configuration not stated) gave aSyn yeast rescue -12.5%.
For O=C1Nc2ccccc2Nc2ccc([N+](=O)[O-])cc21 the results were aSyn yeast rescue 3.2%.

Further structures follow:
Screening Cn1cc(-c2cc3n(n2)CCC(=O)N3CCCC(=O)Nc2ccc(F)cc2F)c2ccccc21 returned aSyn yeast rescue -3.9%.
`O=C(Nc1ccc(-c2nc3cc(NC(=O)c4ccccc4Cl)ccc3o2)cc1)c1ccccc1Cl` gave aSyn yeast rescue -11.2%.
Screening CCOc1ccc(CNc2cccc(SC)c2)cc1 returned aSyn yeast rescue -7.9%.
COc1ccc(Nc2cc(C(=O)NCCCN3CCN(c4ccccc4F)CC3)c3ccccc3n2)c(OC)c1 was read as aSyn yeast rescue -2.0%.
Cc1ccc(Cl)cc1NC(=O)CCS(=O)(=O)c1cccc2nonc12 was read as aSyn yeast rescue -2.5%.
Screening Cc1ccc(Cn2c(=O)n(CC3CCC(C(=O)N4CCOCC4)CC3)c(=O)c3sccc32)cc1 (configuration not stated) returned aSyn yeast rescue -20.8%.
COc1ccccc1C(=O)N/N=C(\C)c1ccc(NC(=O)C2CC2)cc1 was read as aSyn yeast rescue -11.1%.
Screening O=C(O)CNc1ccc(S(=O)(=O)C(F)(F)F)cc1[N+](=O)[O-] returned aSyn yeast rescue -10.0%.
For CCCCN1C[C@H](c2ccc(OC)cc2)[C@@H](CC(=O)Nc2ccc(Br)cc2)C1=O the results were aSyn yeast rescue 3.8%.
For CC(=O)c1cccc(NC(=O)CSc2nc3c(c(=O)[nH]2)CCC3)c1 the results were aSyn yeast rescue 1.9%.
`O=C(NCCS(=O)(=O)N1CCN(c2ccc(F)cc2)CC1)c1ccccc1Br` gave aSyn yeast rescue 3.1%.
Screening CC1CC(C)(C)CC2(C1)NC(=O)N(CC(=O)NCCc1ccc3c(c1)OCCO3)C2=O (configuration not stated) returned aSyn yeast rescue -0.8%.
Screening CCS(=O)(=O)NCC(c1ccco1)N1CCN(c2ccccc2)CC1 (configuration not stated) returned aSyn yeast rescue -19.4%.
Screening Nc1nnc2cc(F)ccc2n1 returned aSyn yeast rescue 2.7%.
Screening CSc1cccc(NC(=O)CC(c2cccs2)N2Cc3ccccc3C2=O)c1 (configuration not stated) returned aSyn yeast rescue 0.5%.
COc1ccc(CNC(=O)c2cc3c(=O)[nH]c4ccccc4c3s2)cc1 was read as aSyn yeast rescue -2.9%.
`CCCCCC(=O)N1C[C@H](n2cc(C3CC3)nn2)[C@@H](O)C[C@@H]1c1ccc(OC)cc1` gave aSyn yeast rescue -5.4%.

Screening results: PubChem BioAssay, National Center for Advancing Translational Sciences (NCATS)

Only part of the results is shown. The share of hits here may be higher or lower than overall.
